High-throughput results from PubChem.
GDH-TPI inh: GDH-TPI coupling enzyme inhibitors, primary screen, artefact control for M. tuberculosis FBA inhibitor project, biochemical, absorbance, full deck; GDH-TPI coupled enzyme counterscreen, NADH absorbance; inhibition, % at 4.8 µM; actives 1.2% (n = 360,000); AID 588335, 2011; in the data active = inhibition above about 30%;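 also: 0% = DMSO wells and 100% = wells lacking the enzyme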
SARS 3CLpro inh: SARS-CoV 3CLpro protease inhibitors, primary screen, biochemical, quenched FRET. recombinant SARS-CoV 3CLpro, quenched FRET peptide cleavage. inhibition, % at 6 µM. actives 0.14% (n = 290,000). AID 1706, 2009; in the data active = inhibition above about 12%
MazEF act: activators of E. coli MazEF toxin-antitoxin RNase, primary screen, biochemical, fluorescence, uHTS; Endoribonuclease toxin MazF (Escherichia coli (strain K12)), P0AE70; FAM/BHQ RNA-DNA oligo cleavage fluorescence, 5 h; activation, % at 20 µM; actives 0.32% (n = 350,000); in the data active = activation above about 50%
Target sequence (P0AE70 whole entry, looked up): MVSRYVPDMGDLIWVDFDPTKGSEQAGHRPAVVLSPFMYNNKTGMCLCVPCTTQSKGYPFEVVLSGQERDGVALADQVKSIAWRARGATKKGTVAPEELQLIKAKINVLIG
Mtb FBA inh: Mtb FBA enzyme inhibitors, primary screen, biochemical, fluorescence, strain H37Rv; Fructose-bisphosphate aldolase (Mycobacterium tuberculosis (strain ATCC 25618 / H37Rv)), …; purified M. tuberculosis FBA, fluorescence read-out; inhibition, % at 1 µM; actives 2.3% (n = 360,000); AID 588726, 2011; in the data active = inhibition above about 27%;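 also: 0% = vehicle and 100% = reference inhibitor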
SSB-PriA inh: inhibitors of Klebsiella pneumoniae PriA binding to SSB C-terminal tail, primary screen, biochemical, AlphaScreen. actives 0.6% (n = 430,000). AlphaScreen SSBct-PriA binding, biotinylated peptide. inhibition, % at 33 µM. AID 1272365, 2023; in the data active = inhibition mostly above about 37%, no sharp cut-off; inactive = mostly below about 20%;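 also: plate controls were negative control peptide for no effect and reference peptide for full effect; strong numbers were not always called active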
DUSP3 inh: VHR1 phosphatase inhibitors, primary screen, biochemical, absorbance, uHTS | Dual specificity protein phosphatase 3 (Homo sapiens), P51452 | inhibition, % at 13.3 µM | AID 1654, 2009 | actives 0.52% (n = 290,000) | recombinant VHR phosphatase, pNPP absorbance; in the data active = inhibition above about 50%; also: some compounds called inactive have numbers as strong as hits
Target sequence (P51452 whole entry, looked up): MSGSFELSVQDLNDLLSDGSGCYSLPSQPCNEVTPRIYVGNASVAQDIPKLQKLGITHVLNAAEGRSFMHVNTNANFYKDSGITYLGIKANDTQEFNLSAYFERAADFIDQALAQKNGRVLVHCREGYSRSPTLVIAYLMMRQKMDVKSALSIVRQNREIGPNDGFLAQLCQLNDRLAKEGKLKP
Mtb BioA inh: M. tuberculosis BioA enzyme inhibitors, primary screen, biochemical, plate reader, single point, HTS. actives 0.096% (n = 360,000). inhibition, % at 9.99 µM. AID 602481, 2012. purified M. tuberculosis BioA enzyme; in the data active = inhibition above about 40%
Rv3671c inh: Rv3671c serine protease inhibitors, primary screen, biochemical, fluorescence polarization, M. tuberculosis H37Rv. P9WHR9. actives 0.048% (n = 320,000). AID 2606, 2010. inhibition, % at 5.96 µM; in the data active = inhibition above about 38%;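 also: extracellular domain of Rv3671c used as enzyme; 0% = enzyme with DMSO and 100% = no enzyme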
Target sequence (P9WHR9 whole entry, looked up, the tested form may be a part): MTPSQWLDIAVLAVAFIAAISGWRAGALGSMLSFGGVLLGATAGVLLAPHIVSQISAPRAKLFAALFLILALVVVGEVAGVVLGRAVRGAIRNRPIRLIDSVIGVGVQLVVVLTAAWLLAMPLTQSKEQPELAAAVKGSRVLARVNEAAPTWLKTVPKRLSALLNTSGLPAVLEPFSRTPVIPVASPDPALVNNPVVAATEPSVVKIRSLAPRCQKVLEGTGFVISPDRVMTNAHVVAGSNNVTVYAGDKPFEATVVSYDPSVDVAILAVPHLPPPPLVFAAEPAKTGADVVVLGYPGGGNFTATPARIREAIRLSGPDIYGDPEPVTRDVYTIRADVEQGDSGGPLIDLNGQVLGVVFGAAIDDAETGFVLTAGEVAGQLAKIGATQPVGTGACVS
Mtb UGM inh: M. tuberculosis UGM enzyme inhibitors, primary screen, biochemical, fluorescence polarization, single point; UDP-galactopyranose mutase (Mycobacterium tuberculosis (strain ATCC 25618 / H37Rv)), …; purified UGM, fluorescence polarization probe displacement; inhibition, % at 10 µM; actives 0.06% (n = 320,000); AID 504406, 2011; in the data active = inhibition above about 10%, passing the limit was not always enough
Vc quorum ag: inducers of Vibrio cholerae quorum light production without autoinducers, primary screen, BH1578 luxS cqsA deficient, single point; AID 588436, 2011; actives 0.16% (n = 350,000); activation, % at 18.7 µM; V. cholerae BH1578 lux reporter, luminescence, 6 h; in the data active = activation mostly above about 9.7%, no sharp cut-off; also: not every result past the cut was called active; inactives centre near 0; reference of the scale not given here
Active calls of the source: *; i = inactive; nt = no result given; & = joins results of further samples.

SMILES	GDH-TPI inh	SARS 3CLpro inh	MazEF act	Mtb FBA inh	SSB-PriA inh	DUSP3 inh	Mtb BioA inh	Rv3671c inh	Mtb UGM inh	Vc quorum ag
Cc1cc(OCC(=O)Nc2ccc(S(=O)(=O)N3CCN(C)CC3)cc2)cc(C)c1Cl	7	-5	0	-3	6	-6	1.2	-22	0.4	nt
Cc1cc(NC(=O)CSCC(=O)N(C)Cc2ccc(Cl)cc2Cl)no1	3	nt	-4	1	-18	nt	-0.3	2	1.3	i
COc1ccc2cc(C(c3nnnn3Cc3ccc(F)cc3)N3CCCCCC3)c(=O)[nH]c2c1 (configuration not stated)	27	-6	-2	0	-2	13	-1.0	-3	nt	i
CCOc1ccc(N(C)Cc2cc(=O)oc3ccc(OC)cc23)cc1	7	8	-6	3	35	39	-0.9	-5	5.9	0.0
CN1CCN(C(=O)C23CCC(C)(C(=O)C2Br)C3(C)C)CC1 (configuration not stated)	-2	1	4	5	-3	-4	nt	-3	0.0	-0.5
O=C(COc1ccc(Cl)cc1)Nc1ccc(C(=O)O)cc1NC(=O)COc1ccc(Cl)cc1	-6	11	-8	-3	11	10	1.9	-7	2.5	0.3
C1CCN(CCCNC2C3CC4CC(C3)CC2C4)C1 (configuration not stated)	-2	-4	6	2	2	24	-2.6	-7	1.6	-0.4
Cc1cccc(C)c1NC(=S)N(CCCN1CCN(C)CC1)Cc1cccs1	2	-7	0	4	5	16	nt	-3	2.9	-1.0
CCOCCCNC(=O)CCc1nnc2ccc(N3CCCCC3)nn12	4	-3	8	-1	-2	3	-0.3	0	1.2	i
O=C(/C=C/c1ccccc1)N/C(=C/c1ccccc1)C(=O)NCCCO	6	0	4	-3	-9	-5	nt	0	-0.1	-0.1
C/C(=N\NC(=O)Cc1ccccc1)c1cccs1	9	0	11	-1	nt	20	-0.5	-1	-0.3	-0.5
COc1ccc(-c2c(-c3ccc(O)cc3O)n[nH]c2C)cc1OC	-3	0	3	0	3	14	1.5	3	5.1	1.0
CCN(CC)S(=O)(=O)c1cccc(NC(=O)CCSc2ccc(Cl)cc2)c1	9	4	-15	5	-17	0	-3.9	-38	-0.8	-5.1
Cc1ccc2c(c1)N(CC(=O)c1cccc(Cl)c1)C(=O)C(C)O2 (configuration not stated)	8	-7	13	4	-15	37	0.0	-3	0.0	i
C=CCSc1nnc(CCCCCN2C(=O)c3cccc4cccc(c34)C2=O)o1	26	4	-10	5	-29&-4&-19	-3	0.7	-18	1.7	-0.6
Cc1ccccc1-n1nnnc1-c1ccccc1	1	2	4	-1	-11	12	-1.4	-7	1.4	27
CCc1nc(SCC(=O)Nc2cc(C)on2)c2c(C)c(C)sc2n1	-12	0	0	-2	-18	25	-0.1	1	-2.1	-0.3
CCCCOP(=O)(c1ccc(N(C)C)cc1)C(O)c1ccc(C(C)C)cc1 (configuration not stated)	6	2	4	4	8	32	10	-6	-0.8	-0.5
O=C1N[C@@H](c2ccccc2)COC(=O)[C@@H](Cc2ccc(F)cc2)CC/C=C/C[C@H]1CC(=O)N(CCO)Cc1ccccc1	-1	nt	-3	4	2	nt	-1.3	0	nt	-0.8
CCOc1ccc(N/C=C/C(=O)c2ccc(OC)cc2)c([N+](=O)[O-])c1	4	6	91*	0	nt	22	-1.5	13	0.8	-7.1
O=C(c1ccco1)N1CCN(Cc2nnnn2CC2CCCO2)CC1 (configuration not stated)	-5	6	4	-1	1	-18	-0.4	-1	1.5	i
COc1ccc(-n2nc3c(c2NC(=O)CC(C)C)CS(=O)C3)cc1 (configuration not stated)	0	0	2	0	-3	-22	-1.2	2	2.1	i
CC1CC(C)CN(CC(O)COC2CC(C)CC(C)(C)C2)C1 (configuration not stated)	-1	nt	-2	0	-4	nt	-0.5	4	4.0	i
O=C(CCc1ccccc1)N1CCN(C(=O)CCc2ccccc2)CC1	1	nt	-1	0	-8	nt	-0.2	nt	nt	i
CCCNc1[nH]c(=O)n(C)c(=O)c1N=O	16	-1	6	-4	-13	27	-0.1	2	1.5	i

Brought forward from above: 6 entries, followed by the next part.
SMILES	GDH-TPI inh	SARS 3CLpro inh	MazEF act	Mtb FBA inh	SSB-PriA inh	DUSP3 inh	Mtb BioA inh	Rv3671c inh	Mtb UGM inh	Vc quorum ag
CCOc1ccc(N/C=C/C(=O)c2ccc(OC)cc2)c([N+](=O)[O-])c1	4	6	91*	0	nt	22	-1.5	13	0.8	-7.1
O=C(c1ccco1)N1CCN(Cc2nnnn2CC2CCCO2)CC1 (configuration not stated)	-5	6	4	-1	1	-18	-0.4	-1	1.5	i
COc1ccc(-n2nc3c(c2NC(=O)CC(C)C)CS(=O)C3)cc1 (configuration not stated)	0	0	2	0	-3	-22	-1.2	2	2.1	i
CC1CC(C)CN(CC(O)COC2CC(C)CC(C)(C)C2)C1 (configuration not stated)	-1	nt	-2	0	-4	nt	-0.5	4	4.0	i
O=C(CCc1ccccc1)N1CCN(C(=O)CCc2ccccc2)CC1	1	nt	-1	0	-8	nt	-0.2	nt	nt	i
CCCNc1[nH]c(=O)n(C)c(=O)c1N=O	16	-1	6	-4	-13	27	-0.1	2	1.5	i
COc1cccc(CNC(=O)C2CCN(S(=O)(=O)c3cccc4nonc34)CC2)c1	9	4	0	-3	9	-3	-1.3	6	2.6	-0.2
CC(=O)NC(c1ccc(C(C)C)cc1)c1ccc2cccnc2c1O (configuration not stated)	1	1	-3	-6	-2	5	-1.4	6	-5.0	-0.3
Cn1c(=O)n(CC(=O)N2CCOCC2)c2ccccc21	-14	0	-3	0	-7	30	nt	-2	-1.1	i
CCC1(C)Cc2ccccc2-c2nc(NCCO)[nH]c(=O)c21 (configuration not stated)	16	5	4	171*	-6	6	5.8	1	3.5	nt
Cc1ccc(Nc2cc(C)nc(N3CCOCC3)n2)c(C)c1	-8	-1	-5	-2	5	5	nt	-4	0.3	-0.4
CC(OC(=O)c1ccc2ccccc2n1)C(=O)c1ccccc1 (configuration not stated)	1	-4	0	-3	-12	17	nt	-15	-0.3	-2.2
CCc1c(C)sc(NC(=O)c2cc(-c3ccco3)on2)c1C#N	25	3	5	0	-16	11	nt	1	0.1	i
COC(=O)c1ccccc1NC(=O)N1c2ccccc2CC1C (configuration not stated)	7	0	7	-2	-47	-10	0.3	-5	3.8	-1.2
Cc1cccc2sc(NC(=O)c3cc(S(=O)(=O)N(C)C)ccc3N3CCCC3)nc12	-2	-3	-10	-3	-9	21	nt	5	-0.8	i
CCCCn1c(N)c(N(CCOC)C(=O)c2ccc(N3C(=O)CCC3=O)cc2)c(=O)[nH]c1=O	0	nt	5	0	-8	nt	-0.8	5	-3.0	i
O=C(CN1CCCC1)Nc1ccc([N+](=O)[O-])cc1Cl	4	2	3	-2	-4	-10	2.1	-3	-0.8	i
COc1ccccc1N1C(=NC(=O)CCC2CCCC2)SC2CS(=O)(=O)CC21 (configuration not stated)	2	3	3	2	6	25	-1.1	-5	-1.7	-0.2
CN(C)C(=O)CN1C(=O)C2CCCCN2C(=O)c2ccccc21 (configuration not stated)	9	-4	-1	-2	-5	22	-0.1	3	-2.4	6.2
CCCCCc1cc(OC)cc2c1C(=O)OC(C)(C)O2	5	nt	9	0	-61	nt	-5.2	nt	nt	-1.9
CC(=O)Nc1ccc(NC(=O)C(C)OC(=O)C2CCN(S(=O)(=O)c3ccc4c(c3)OCCO4)CC2)cc1 (configuration not stated)	-15	nt	-1	-3	-23	nt	-1.3	-2	1.9	i
CCOC(=O)c1ccc(N2C(=O)c3n[nH]c(C)c3C2c2ccccc2)cc1 (configuration not stated)	2	-2	3	-1	-2	2	0.3	-3	-3.5	-0.3
CC1C(C#N)=C(N)OC2=C1C(=O)CC(C)(C)C2 (configuration not stated)	-10	1	6	1	-1	7	-0.4	-3	1.6	i
O=c1c2ccccc2nc(CSc2nnnn2-c2ccccc2)n1-c1cccc(C(F)(F)F)c1	4	2	5	3	-13	23	-1.1	5	-0.7	-3.2
Cc1ccc2c(c1)N(C(=O)CCC(=O)NCCCN1CCN(C)CC1)CC(C)O2 (configuration not stated)	-16	-5	6	0	-5	41	0.3	0	-5.1	2.1
CCCc1c(C(=O)N/N=C/c2ccccc2C(F)(F)F)nnn1-c1nonc1N	14	6	32	-1	nt	34	-1.2	2	1.6	-3.1
Cc1nn(-c2nc3ccccc3[nH]2)c(N)c1-c1ccccc1	-4	-3	1	0	-1	18	-0.1	0	-1.2	i
O=c1ccc2cc(OC3O[C@H](CO)[C@@H](O)[C@H](O)[C@H]3O)c(O)cc2o1 (some centres not stated)	20	nt	-9	nt	-3	nt	0.3	8	0.9	i
Nc1nonc1-c1nc2ccccc2n1Cc1ccc(Cl)cc1	19	0	5	2	-1	13	nt	-8	-0.2	-0.3
Cc1c(C)c2ccc(OCC(=O)c3ccccc3)cc2oc1=O	18	-1	18	2	-1	5	-0.3	3	0.7	-0.8
COc1ccccc1NS(=O)(=O)c1cc(NC(=O)C2CCCC2)ccc1N1CCOCC1	0	-2	5	-2	4	2	nt	-10	1.1	-0.4
C/C(=N/NC(=O)CNC(=O)c1ccccn1)c1ccc([N+](=O)[O-])cc1	24	-1	2	0	nt	21	nt	-7	2.1	-0.2
COc1ccc(-n2nc(C(=O)NCC(=O)NC3CCCCCC3)c3ccccc3c2=O)cc1OC	7	1	12	1	3	41	1.6	1	2.0	-0.1
Cn1nc(-c2ccc(Cl)cc2)nc2c(=O)n(C)c(=O)nc1-2	nt	18*	nt	nt	nt	34	1.8	-152	4.7	i

Among those listed so far, 3 have a nitro group on carbon:
SMILES	GDH-TPI inh	SARS 3CLpro inh	MazEF act	Mtb FBA inh	SSB-PriA inh	DUSP3 inh	Mtb BioA inh	Rv3671c inh	Mtb UGM inh	Vc quorum ag
CCOc1ccc(N/C=C/C(=O)c2ccc(OC)cc2)c([N+](=O)[O-])c1	4	6	91*	0	nt	22	-1.5	13	0.8	-7.1
O=C(CN1CCCC1)Nc1ccc([N+](=O)[O-])cc1Cl	4	2	3	-2	-4	-10	2.1	-3	-0.8	i
C/C(=N/NC(=O)CNC(=O)c1ccccn1)c1ccc([N+](=O)[O-])cc1	24	-1	2	0	nt	21	nt	-7	2.1	-0.2

Structural class: those above with a CF3 group.
SMILES	GDH-TPI inh	SARS 3CLpro inh	MazEF act	Mtb FBA inh	SSB-PriA inh	DUSP3 inh	Mtb BioA inh	Rv3671c inh	Mtb UGM inh	Vc quorum ag
O=c1c2ccccc2nc(CSc2nnnn2-c2ccccc2)n1-c1cccc(C(F)(F)F)c1	4	2	5	3	-13	23	-1.1	5	-0.7	-3.2
CCCc1c(C(=O)N/N=C/c2ccccc2C(F)(F)F)nnn1-c1nonc1N	14	6	32	-1	nt	34	-1.2	2	1.6	-3.1

An excerpt; count on the stated rates, not on these rows.
